HRas wt GTP: modulators of GTP binding to HRas wildtype, primary screen, biochemical, bead-based flow cytometry, multiplex. GST-Ras wt beads, Bodipy-FL-GTP binding; actives lie on both sides. GTP binding activity, % at 10 µM. hit rate 0.14% among 190,000. AID 759, 2007;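 active = GTP binding activity at least 20% away from the 100% baseline, either lowered as inhibitor or raised as activator; inconclusive = flagged as likely green fluorescent, judged across all proteins in the well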;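 also: 0% = unlabeled GTP competition control and 100% = no-compound control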
Mcl1-Noxa inh: Mcl-1/Noxa binding inhibitors, primary screen, biochemical, TR-FRET, 1536-well | TR-FRET Mcl-1/Noxa peptide binding, 2 h | hit rate 1.5% among 220,000 | inhibition, % at 21.7 µM | Induced myeloid leukemia cell differentiation protein Mcl-1 (Homo sapiens), Q07820;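 active = compounds that cut the protein-peptide binding signal by more than 50% relative to plate controls in a single-dose test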;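 also: His-tagged Mcl-1 with rhodamine Noxa BH3 peptide and terbium anti-His antibody; 0% = Mcl-1 plus Noxa peptide wells and 100% = peptide-only wells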
Rab7 wt modul: modulators of GTP binding to Rab7, primary screen, biochemical, wildtype, multiplex bead flow cytometry. Rab7 GTPase wild type (dog), Bodipy-FL-GTP binding. GST-Rab7 beads, fluorescent GTP binding; actives lie on both sides; untreated = 100%, excess cold GTP = 0%. GTP binding activity (percent of control), % at 10 µM. hit rate 0.055% among 190,000. AID 758, 2007;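 active = fluorescent GTP binding to Rab7 beads changed by at least 20 points from the 100% baseline, either direction, mostly lower; inconclusive = compound itself probably fluorescent, or too few beads counted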;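 also: median green fluorescence of bound Bodipy-FL-GTP per Rab7 bead population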
Pf gametocyte: late stage P. falciparum gametocyte viability inhibitors, primary screen, ATP luminescence, HTS; P. falciparum stage V gametocytes, 24 h; inhibition, % at 10.9 µM; hit rate 0.065% among 150,000; AID 743093, 2013;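 active = inhibition above the mean plus 3 SD of compounds within the control limits, set per campaign, cut at about 38% in these data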;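 also: 0% = DMSO wells and 100% = medium only without gametocytes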
Rac1 wt modul: wildtype Rac1 GTP binding modulators, primary screen, biochemical, GST-Rac1 beads, flow cytometry, multiplex; hit rate 0.27% among 190,000; GTP binding activity (% of control), % at 10 µM; fluorescent GTP binding; actives lie on both sides; 0 = cold GTP competed, 100 = untreated;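 active = GTP binding activity at least 20 points away from the 100% control level, either lower or higher; inconclusive = compound flagged as likely green fluorescent, judged across all proteins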
ABCG2 inh: ABCG2 efflux pump inhibitors, primary screen, multiplex with ABCB1, IgMXP3 cells, flow cytometry; Broad substrate specificity ATP-binding cassette transporter ABCG2 (Homo sapiens), Q9UNQ0; JC-1 efflux; inhibition, % at 6.6 µM; hit rate 0.1% among 190,000;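 active = inhibition above 80%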;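 also: 0% = DMSO and 100% = nicardipine control wells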
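System: two drug-resistant human cell lines, ABCG2 and ABCB1; controls: nicardipine high and DMSO low controls; times: 10 min exposure at 25 °C with rotation, no wash; detection: flow cytometry of retained JC-1 fluorescence; read-out basis: percent efflux inhibition, scaled nicardipine 100% to DMSO 0%; doses: one concentration, 6.6 µM final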
Rac1 mut GTP: GTP binding modulators of activated mutant Rac1, primary screen, biochemical, bead-based flow cytometry, multiplex, fluorescent GTP; hit rate 0.11% among 190,000; GST-Rac1 activated beads; actives lie on both sides; 100% means binding = to untreated wells; percent activity (GTP binding), % at 10 µM;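 active = GTP binding at least 20 percentage points away from the 100% baseline, in either direction, so actives lie on both sides; inconclusive = Compound likely fluorescent itself, or too few beads counted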
Rab2 wt GTP: modulators of GTP binding to Rab2A wildtype, primary screen, biochemical, dog, bead-based flow cytometry, multiplex | Ras-related protein Rab-2A (Canis lupus familiaris), P61105 | GST-Rab2 wt beads, Bodipy-GTP binding | GTP binding activity, % at 10 µM | hit rate 0.19% among 190,000 | AID 760, 2007;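 active = GTP binding activity at least 20 points away from 100%, either lowered or raised; inconclusive = signal likely due to the compound's own green fluorescence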;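 also: 0% = beads with excess unlabeled GTP and 100% = no-compound control corrected for plate trend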
Cdc42 wt: modulators of GTP binding to wildtype Cdc42, primary screen, biochemical, multiplex bead flow cytometry, Bodipy-GTP; percent activity (GTP binding), % at 10 µM; hit rate 0.2% among 190,000; GST-Cdc42 beads; actives lie on both sides; Cell division control protein 42 homolog (Homo sapiens), P60953; AID 761, 2007;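 active = percent activity GTP binding at least 20 points away from the 100% baseline, either down as inhibitor or up as activator; inconclusive = compound flagged as likely green fluorescent from well-wide comparison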;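 also: median bead fluorescence of bound Bodipy-FL-GTP at 100 nM; 0% = excess unlabeled GTP control and 100% = no compound control; below 100% means less GTP binding so inhibitor and above means activator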
ABCB1 inh: ABCB1 efflux pump inhibitors, primary screen, cell-based, multiplex, flow cytometry, ABCG2 counter-screen; ATP-dependent translocase ABCB1 (Homo sapiens), P08183; CCRF-Adr cells, JC-1 efflux; inhibition, % at 6.6 µM; hit rate 0.067% among 190,000; AID 1326, 2008; in the data active = inhibition above about 40%;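 also: 0% = vehicle and 100% = reference inhibitor; higher value means more JC-1 retained so stronger ABCB1 efflux block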
Avidin fluor: green autofluorescence of compounds with avidin beads – biophysical, 488/530 nm, flow cytometry, artefact control, profiling panel; hit rate 0.38% among 220,000; compound fluorescence 488/530 nm; hits give high values; fluorescence (KMESF) at 10 µM; in the data active = fluorescence above about 47; also: inactives centre near 10
The depositor's hits bear a star; ? = inconclusive; nt = no result given.

SMILES	HRas wt GTP	Mcl1-Noxa inh	Rab7 wt modul	Pf gametocyte	Rac1 wt modul	ABCG2 inh	Rac1 mut GTP	Rab2 wt GTP	Cdc42 wt	ABCB1 inh	Avidin fluor
CCCOC(=O)CCNc1n[nH]c(=O)[nH]c1=O	102	7	97	nt	100	1	99	100	103	0.5	15
Cc1cc(NC(=O)CN2CCC(O)(c3cccc(F)c3)CC2)no1	102	11	100	nt	108	8	103	103	106	0.5	15
COc1ccc(-n2nc3ccccc3n2)cc1	102	-12	104	nt	105	3	97	99	102	-1.0	10
CC(OC(=O)c1snc(C(=O)NC2CCCCC2)c1N)C(=O)NC(C)(C)C (centres undefined)	100	1	103	nt	107	0	100	100	100	0.7	7
CCOC(=O)c1cc2c(=O)n3ccccc3nc2n(Cc2ccco2)c1=NC(=O)c1ccc(OC)cc1OC	98	6	103	7	100	24	97	98	96	2.1	12
CC1C2NC(=O)N(Cc3ccccc3)C1(C)Oc1ccccc12 (centres undefined)	99	3	95	-22	103	5	96	95	100	1.2	11
CC1(C)C(=O)Nc2ccccc2N1C(=O)CN1C(=O)NC(CCc2ccccc2)C1=O (centres undefined)	99	16	100	16	98	2	97	100	97	0.4	12
CC1CCCN(CCC(=O)Nc2ccc(Br)cc2)C1 (centres undefined)	104	15	100	nt	105	0	99	99	103	-0.1	7
CCOC(=O)c1cccc(NC(=O)CNS(=O)(=O)c2cccs2)c1	101	-22	97	nt	106	34	101	102	105	1.2	34
CN(C(=O)CSc1nnc(-c2ccc(Cl)cc2)n1CC1CCCO1)C1CCS(=O)(=O)C1 (centres undefined)	95	3	102	17	92	2	95	96	91	-0.7	7
COc1cc(OC)c(CNC2CCCCCC2)cc1Br	94	12	89	4	97	4	95	96	94	0.1	11
CN(CC(=O)NCCc1ccc(F)cc1)Cc1cccs1	99	-10	97	-11	104	1	98	100	99	0.5	24
FC(F)(F)c1ccc(/C=N/N2CCN(Cc3ccccc3)CC2)cc1	98	7	101	nt	99	6	98	97	98	0.6	15
O=C1CC(NCC2CCCO2)C(=O)N1c1ccc(F)cc1 (centres undefined)	98	6	104	-10	99	2	96	98	96	-0.5	8
O=S(=O)(c1ccccc1)c1nc(NC2CC2)sc1Cl	99	5	104	-1	100	0	97	101	98	-0.4	11
CCOP(=O)(c1ccccc1)c1nc(-c2ccccc2C)oc1N1CCCCC1 (centres undefined)	102	14	104	-4	103	-2	100	100	101	0.6	7
CCOC(=O)/C=C1\Nc2ccccc2OC1=O	99	14	99	-15	103	6	100	99	102	1.7	13
CCN(CC)c1ccc(C2C(C(=O)OC)=C(C)NC(C)=C2C(=O)OC)cc1	100	11	98	-19	105	12	98	102	105	4.8	11
CCCn1c(CCC(=O)O)ccc1-c1ccc(OC)cc1	97	-2	95	nt	95	1	95	96	98	0.2	33
Cc1cccc(C(=O)NC(=S)NNC(=O)Cc2ccccc2)c1	99	-39	100	0	101	0	97	97	101	0.0	11
Cc1ccc(C(=O)Nc2nnc(COc3ccccc3)s2)cc1	100	3	104	5	99	1	97	99	97	0.1	11
CC(C)C(C(=O)Nc1ccc(S(N)(=O)=O)cc1)N1C(=O)c2ccccc2C1=O (centres undefined)	99	14	99	nt	97	7	97	100	101	0.5	13
O=C(N/N=C/c1ccc(O)c(O)c1)C1c2ccccc2Oc2ccccc21	102	-2	96	-4	107	-7	99	100	102	-1.4	11
CCSc1n[nH]c(=S)s1	106	0	106	-10	103	1	102	99	101	1.9	9
O=C(N/N=C1\CCCc2ccccc21)c1ccccc1[N+](=O)[O-]	100	-17	99	-7	106	3	100	99	96	0.3	21
CC1CCCC(NC(=O)COC(=O)/C=C/c2ccc3c(c2)OCO3)C1C (centres undefined)	99	7	100	6	98	10	96	96	100	0.1	4
CCn1cnc2sc(C(=O)Oc3ccc(Br)cc3)c(C)c2c1=O	98	0	105	-13	103	7	98	100	100	0.4	11
CCn1c(SCC(=O)c2ccc(C)cc2)nnc1-c1ccoc1C	99	16	101	nt	98	2	97	100	99	0.8	5
N#Cc1cccc(N=Cc2c(O)ccc3ccccc23)c1	95	55*	90	0	98	4	97	96	95	0.2	3
O=C1CC(c2ccccc2)CC(O)=C1C=Nc1ccccc1O (centres undefined)	?	14	?	6	?	1	?	?	?	0.1	11

Reformatted as a markdown table: entries from further up
| Structure | HRas wt GTP | Mcl1-Noxa inh | Rab7 wt modul | Pf gametocyte | Rac1 wt modul | ABCG2 inh | Rac1 mut GTP | Rab2 wt GTP | Cdc42 wt | ABCB1 inh | Avidin fluor |
| --- | --- | --- | --- | --- | --- | --- | --- | --- | --- | --- | --- |
| CCCn1c(CCC(=O)O)ccc1-c1ccc(OC)cc1 | 97 | -2 | 95 | nt | 95 | 1 | 95 | 96 | 98 | 0.2 | 33 |
| Cc1cccc(C(=O)NC(=S)NNC(=O)Cc2ccccc2)c1 | 99 | -39 | 100 | 0 | 101 | 0 | 97 | 97 | 101 | 0.0 | 11 |

(list continues)
SMILES	HRas wt GTP	Mcl1-Noxa inh	Rab7 wt modul	Pf gametocyte	Rac1 wt modul	ABCG2 inh	Rac1 mut GTP	Rab2 wt GTP	Cdc42 wt	ABCB1 inh	Avidin fluor
O=C(CSc1nc2[nH]ncc2c(=O)[nH]1)NCCc1ccccc1	96	0	97	-1	98	0	97	98	92	0.3	9
CC1=CC(C)(C)Nc2ccc(OC(=O)C(Cc3ccccc3)N3C(=O)c4ccccc4C3=O)cc21 (centres undefined)	102	-1	99	9	106	21	102	103	107	2.1	23
NC(=O)CN1C(=O)C2C3c4ccccc4C(c4ccccc43)C2C1=O (centres undefined)	99	12	98	nt	98	1	98	99	99	-0.4	12
O=C(NCc1ccco1)/C(=C/c1cccc(C(F)(F)F)c1)c1nc2ccccc2[nH]1	100	24	97	19	103	1	97	99	102	-0.3	4
O=C(CCN1C(=O)C2CC=CCC2C1=O)N1CCN(c2ccccn2)CC1 (centres undefined)	96	-12	93	-16	94	0	93	94	97	-0.1	34
CC1=C(C#N)C(c2ccccc2)C2=C(N1)c1ccccc1C2=O (centres undefined)	99	18	95	16	98	9	96	96	99	0.3	5
COc1cccc(OCc2nnc(SCC(=O)N3c4ccccc4Sc4ccc(Cl)cc43)o2)c1	99	7	104	nt	102	-3	99	98	101	-0.7	5
CC(=O)CCc1ccc(OCCCCN2CCC(Cc3ccccc3)CC2)cc1	101	25	98	-18	107	-1	96	102	99	3.3	10
COc1cccc(CN2CCCC(C(=O)N3CCCCC3)C2)c1OC (centres undefined)	100	6	100	-2	103	-3	98	100	101	-0.1	13
COC(=O)c1ccc(CSc2cc(C)c3cc(C)cc(C)c3n2)o1	99	14	95	7	100	1	97	97	100	0.0	9
COc1cc(/C=C2\SC(c3ccc(C)cc3)=NC2=O)cc(OC)c1O	90	51*	92	-11	88	0	91	86	89	0.2	13
Cc1ccc(C)c(N2C(=O)c3ccc(C(=O)OCC(=O)c4c(N)n(C)c(=O)n(C)c4=O)cc3C2=O)c1	100	-9	97	-17	100	-1	101	101	99	0.1	5
Cc1ccc(S(=O)(=O)N(C)CC(=O)Nc2ccncc2)cc1	103	-3	101	nt	105	2	99	102	105	0.6	8
Cc1ccc(-n2c(=O)[nH]c3cc(C(=O)NC4CCN(Cc5ccccc5)CC4)ccc3c2=O)cc1	103	3	101	nt	105	3	99	103	103	0.4	35
Cn1cc(C(=O)N/N=C/C2=C(N3CCOCC3)C(=C\c3ccccc3)/CC2)ccc1=O	100	20	101	nt	102	0	97	95	96	-0.5	1
CCn1c(COc2cccc(C)c2C)nnc1SCC(=O)Nc1cc(C)on1	98	18	96	4	101	0	98	96	99	-0.1	13
CCN(CC)c1ccc(S(=O)(=O)N(CC)CC)cc1NC(=O)C1CCCC1	97	3	94	20	99	4	97	97	95	0.9	9
O=C(Nc1ccc(Cl)c(Cl)c1)OCc1cncs1	98	-17	94	11	97	4	97	96	100	0.4	6
C#Cc1ccc([C@@H]2C=C(C(=O)N3CCOCC3)O[C@H](OCCCCO)C2)cc1	96	1	104	nt	96	-1	96	98	94	-0.4	4
CCOC(=O)c1oc2c(C)c(O)ccc2c(=O)c1-c1nncn1-c1ccccc1	103	-4	104	13	105	3	100	103	105	0.8	38
COc1ccc(CCNC(=O)CSc2nnc(CNC(=O)c3ccco3)o2)cc1OC	99	-3	92	nt	107	1	101	99	100	0.1	9
N#CC1=C(SCc2ccccc2)NC(=O)CC1c1ccccc1 (centres undefined)	98	7	98	6	103	16	97	95	97	0.9	4
O=C(N/N=C/c1ccc([N+](=O)[O-])s1)C(O)c1ccccc1 (centres undefined)	98	-19	98	3	101	21	100	97	95	0.3	13
CCC/C(=N\NC(=O)c1ccccc1C)c1ccccc1	103	-15	99	nt	104	5	101	99	102	-0.6	3
CCOc1ccccc1OCCC(=O)Nc1ccc(F)c(Cl)c1	101	1	101	15	104	1	98	98	98	0.3	2
COc1cc(OC)c(NC(C)C(=O)N2CCCC2)cc1Cl (centres undefined)	96	8	95	-1	93	14	95	97	93	1.0	12
CCCCOc1ccccc1C1NC(=O)NC(C)=C1C(=O)OCc1ccco1 (centres undefined)	98	-2	96	nt	103	18	98	95	96	2.8	11
CN1C(=O)C(O)(CC(=O)c2ccc3c(c2)OCO3)c2ccccc21 (centres undefined)	100	-1	102	nt	99	-1	97	101	102	-0.1	12
CCOC(=O)c1ccc(NC(=O)CC2NCCNC2=O)cc1 (centres undefined)	103	3	99	nt	103	0	102	102	106	0.1	16
O=C(Nc1ccccc1)N1CCC(C(=O)N2CCN(c3ccccc3F)CC2)CC1	98	2	103	-16	98	5	96	97	98	1.7	14
CC/C(=N\NC(=O)c1ccoc1C)c1ccc(C)o1	101	11	101	-33	106	1	100	102	105	0.0	14
CC(C)c1nc(N2CCOCC2)c(C#N)c2c1CCCC2	102	1	99	-7	103	2	100	101	102	0.7	5
CSc1ccccc1C(=O)NCc1ccc(F)cc1	96	5	96	11	94	8	90	96	95	0.9	9

Screening results from PubChem BioAssay.
